# SR-BI HDL uptake = inhibitors of mouse SR-BI mediated HDL lipid uptake | ldlA[mSR-BI] CHO cells, DiI-HDL uptake fluorescence, 3 h | inhibition, % at 12.5 µM | Q61009 | AID 488896 | hit rate 0.96% among 320,000;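 active = mean replicate inhibition of at least 70% and a set share of replicates each scoring 70 or more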;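 note: 0% = median of neutral control wells and 100% = median of positive control wells; values of inactives mirror those of a sister screen read the other way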
# PvdQ acylase = P. aeruginosa PvdQ acylase inhibition; inhibition, % at 10 µM; hit rate 0.063% among 340,000; AID 488965; purified PvdQ acylase, fluorescence plate reader; in the data active = inhibition above about 30%, passing the limit was not always enough;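 note: 0% = vehicle neutral wells and 100% = reference inhibitor wells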
# NSD2 HMT inh = blocks human histone methyltransferase NSD2 | hit rate 0.54% among 310,000 | AID 743445 | NSD2 peptide methylation, AlphaScreen, 120 min | O96028 | inhibition, % at 12.5 µM; in the data active = inhibition above about 50%
# Rtt109 Vps75 = inhibitors of Candida albicans Rtt109/Vps75 histone acetyltransferase; inhibition, % at 34.9 µM; hit rate 0.16% among 330,000; AID 540336; Q5AAJ8; purified Rtt109/Vps75, ThioGlo CoA-SH fluorescence, 4 h;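 active = inhibition of at least 50% in every replicate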
# Target sequence (Q5AAJ8 whole entry, looked up): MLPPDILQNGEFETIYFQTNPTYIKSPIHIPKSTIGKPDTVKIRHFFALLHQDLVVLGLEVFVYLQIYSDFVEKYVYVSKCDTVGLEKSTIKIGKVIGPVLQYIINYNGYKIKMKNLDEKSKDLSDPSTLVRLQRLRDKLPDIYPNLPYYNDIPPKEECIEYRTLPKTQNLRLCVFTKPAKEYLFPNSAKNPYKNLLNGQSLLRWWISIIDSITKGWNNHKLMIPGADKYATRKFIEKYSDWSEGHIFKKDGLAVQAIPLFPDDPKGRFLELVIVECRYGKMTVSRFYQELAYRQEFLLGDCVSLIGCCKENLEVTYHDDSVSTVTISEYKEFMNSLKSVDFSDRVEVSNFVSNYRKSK
# CAL PDZ FP-1 = blocks peptide binding to human CAL PDZ domain | purified CAL PDZ, TMR-peptide fluorescence polarization, 1 h | inhibition, % at 20 µM | hit rate 0.02% among 330,000 | AID 504414;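 active = highest replicate inhibition of at least 40%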;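 note: plate controls were DMSO neutral control wells for no effect and unlabeled competitor peptide control wells for full effect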
#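 System: tagged CAL PDZ domain. Schedule: 1 h room-temperature incubation prior to read. Signal: fluorescence polarization (mP). Measure: percent inhibition from loss of millipolarization.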
# CAL PDZ FP-2 = blocks peptide binding to the human CAL PDZ domain; Q9HD26; purified CAL PDZ, TMR-peptide fluorescence polarization, 1 h; inhibition, % at 24.9 µM; hit rate 0.92% among 300,000; AID 602252;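 active = mean inhibition of at least 30% with at least half of replicates also reaching 30%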;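 note: 0% = DMSO neutral control and 100% = excess unlabeled competitor peptide PRC23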
# dFosB act = enhances mouse delta FosB homodimer DNA binding; purified delta FosB, TAMRA-CDK5 oligo fluorescence polarization; percent of positive-control signal above neutral wells; activation, % at 25 µM; hit rate 0.99% among 340,000;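 active = mean activation above about 17%, with every replicate also reaching it, limit read from the data, passing the limit was not always enough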;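 note: fluorescence polarization rise as delta FosB binds a TAMRA Cdk5 AP-1 oligo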
# Target sequence (P13346 whole entry, looked up): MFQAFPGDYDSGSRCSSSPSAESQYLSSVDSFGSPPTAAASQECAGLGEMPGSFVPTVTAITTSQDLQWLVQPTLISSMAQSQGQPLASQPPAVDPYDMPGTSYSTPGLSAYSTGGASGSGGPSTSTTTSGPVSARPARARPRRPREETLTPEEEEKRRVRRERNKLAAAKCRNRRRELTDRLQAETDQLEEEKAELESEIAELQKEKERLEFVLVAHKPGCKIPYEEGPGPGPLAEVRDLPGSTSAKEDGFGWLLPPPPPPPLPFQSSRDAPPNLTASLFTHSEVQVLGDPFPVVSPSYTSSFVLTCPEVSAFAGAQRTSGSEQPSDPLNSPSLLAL
# SR-BI uptake up = SR-BI HDL lipid transfer activation | hit rate 0.096% among 320,000 | activation, % at 12.5 µM | CHO ldlA[mSR-BI] cells, DiI-HDL uptake fluorescence, 3 h; 100 = double the neutral-control signal | AID 504775;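 active = mean replicate activation of at least 60% and every replicate at or above 60%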;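 note: 0% = median plate neutral-control signal and 100% = twice that signal; values of inactives mirror those of a sister screen read the other way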
#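 Material: SR-BI-overexpressing, LDLR-lacking CHO cells; schedule: compound exposure 3 h, 37 °C; reagent: DiI-labelled HDL at 10 µg/mL final; technique: bottom-read fluorescence, 550/595 nm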
# MITF act = increases MITF-driven TRPM1 promoter luciferase signal; SK-MEL-5 TRPM1-promoter luciferase, 24 h; % of positive control, neutral wells = 0; activation, % at 12.5 µM; hit rate 0.75% among 300,000;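 active = mean activation of at least 80% with every replicate also reaching 80%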;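 note: 0% = neutral control wells and 100% = parthenolide positive control wells; values of inactives mirror those of a sister screen read the other way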
# PfHsp90 yeast 2 = growth inhibition of yeast expressing Plasmodium Hsp90 | S. cerevisiae expressing PfHsp90, BacTiter-Glo ATP, 48 h; yeast lacking PDR1 and PDR3 efflux regulators | inhibition, % at 9.4 µM | hit rate 0.32% among 310,000 | AID 504621;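 active = every replicate shows inhibition above about 80%, whatever the replicate mean, limit read from the data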;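 note: 0% = DMSO neutral controls and 100% = 20 µM radicicol positive controls; yeast relying on Plasmodium falciparum Hsp90 in place of its own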
# Starred values were filed as active, the others as inactive; nt = not tested or not shown.
# Below each SMILES: SR-BI HDL uptake, PvdQ acylase, NSD2 HMT inh, Rtt109 Vps75, CAL PDZ FP-1, CAL PDZ FP-2, dFosB act, SR-BI uptake up, MITF act, PfHsp90 yeast 2
- CCOC(=O)/C=C/c1ccc2c(c1)S(=O)(=O)N(c1cccc(OC)c1)[C@H]2CC(=O)OCC
  83*, 10, nt, -1, 0.6, 2, 1, -83, 7, nt
- O=C(COC(=O)c1cc(Br)ccc1Cl)NC(=O)NCc1ccccc1
  -19, -19, -1, -2, -1.8, -3, -6, 19, 3, 9
- O=C(NNC(=O)C1CCN(S(=O)(=O)c2c(Cl)cccc2Cl)CC1)c1ccccc1O
  103*, 0, 0, 2, -1.1, -6, -7, -103, -25, 30
- Cc1cc(C)n2ncc(-c3cccc(Br)c3)c2n1
  25, 2, -15, -6, -1.6, -7, -8, -25, -4, -5
- Cc1ccc2nsnc2c1NC(=S)NC(=O)c1ccco1
  -2, 4, 12, -6, -0.5, nt, -10, 2, -23, 58
- O=C(NC1CCN(C(=O)Nc2ccccc2Cl)CC1)c1ccco1
  2, -20, 8, -8, -5.1, -2, -7, -2, 13, -19
- Fc1ccc(-c2ccc(NCCN3CCOCC3)nn2)cc1
  2, -3, 1, -5, -0.7, 5, -11, -2, 32, -21
- CCc1ccc(OCC(=O)N/N=C\c2ccco2)c([N+](=O)[O-])c1
  11, 7, 3, 1, -0.2, -5, -2, -11, 16, -3
- Cc1cc(C(=O)OCC(=O)Nc2ccccc2Br)c(C)o1
  7, -6, -1, 2, -0.8, nt, -9, -7, 8, nt
- Cc1cc(NC(=O)CCC(=O)N(Cc2cccs2)C(C(=O)NC2CCCC2)c2ccncc2)no1 (stereo unspecified)
  -22, -8, 0, 13, nt, 0, -7, 22, -13, 17

# Entries listed above that bear a hit mark in SR-BI HDL uptake:
smiles	SR-BI HDL uptake	PvdQ acylase	NSD2 HMT inh	Rtt109 Vps75	CAL PDZ FP-1	CAL PDZ FP-2	dFosB act	SR-BI uptake up	MITF act
CCOC(=O)/C=C/c1ccc2c(c1)S(=O)(=O)N(c1cccc(OC)c1)[C@H]2CC(=O)OCC	83*	10	nt	-1	0.6	2	1	-83	7
O=C(NNC(=O)C1CCN(S(=O)(=O)c2c(Cl)cccc2Cl)CC1)c1ccccc1O	103*	0	0	2	-1.1	-6	-7	-103	-25

# Additional results:
# Below each SMILES: SR-BI HDL uptake, PvdQ acylase, NSD2 HMT inh, Rtt109 Vps75, CAL PDZ FP-1, CAL PDZ FP-2, dFosB act, SR-BI uptake up, MITF act, PfHsp90 yeast 2
- CC(/C=C/C=C/c1ccccc1)=N/NC(=O)CNc1ccc(C)cc1
  34, 2, 0, nt, -2.1, 2, 4, -34, 10, -18
- COC(=O)c1ccc(Cl)c(NC(=O)NC2CCCCC2)c1
  10, -8, 2, -6, nt, -17, 8, -10, 3, -33
- CC(=O)NCC(=O)NC1CCCc2c1cnn2-c1ccc(C(C)(C)C)cc1 (stereo unspecified)
  14, -5, -1, 8, -16, -3, -7, -14, 3, -24
- COc1ccc(C2c3[nH]c4ccccc4c3C[C@H]3C(=O)N(C)CC(=O)N23)cc1OC (stereo partly specified)
  -12, -11, 0, 2, -3.3, -1, -3, 12, -13, -2
- CC(C)C(=O)NC(c1cccc([N+](=O)[O-])c1)c1ccc2cccnc2c1O (stereo unspecified)
  25, -22, 1, -2, -1.9, -2, -10, -25, nt, 119*
- O=C(O)CC(NC(=O)OCc1ccccc1)c1ccc(Br)cc1 (stereo unspecified)
  52, -13, 7, 0, -3.6, -5, 1, -52, -16, -4
- Cc1ccc(-n2[nH]c(C)c(/C=N/Nc3ccc([N+](=O)[O-])cc3[N+](=O)[O-])c2=O)cc1
  42, -1, 10, 0, 0.2, 3, -6, -42, -23, 34
- COc1ccc(S(=O)(=O)N(CC(=O)NCc2ccco2)c2ccccc2OC)cc1
  -7, -10, 8, 2, -1.9, -6, 0, 7, -4, 7
- Cc1c(C(=O)N2CCN(c3ccccc3)CC2)oc2c(F)cccc12
  19, -7, nt, 2, -2.2, -3, -11, -19, 28, 13
- O=C(O)c1cccc(NC(=O)C2CCCO2)c1 (stereo unspecified)
  -9, 10, -6, 8, -2.3, nt, -1, 9, -10, 20
- c1ccc(Nc2nnc(SCc3cccc4ccccc34)s2)cc1
  nt, -6, -1, -5, -1.8, 4, -12, nt, 7, -17
- O=C(CC1SC2=NCCN2C1=O)Nc1ccc(Cl)cc1 (stereo unspecified)
  -7, 16, -3, 7, -1.1, nt, -7, 7, 1, 12
- CCOC(=O)N1CCC2(O)CCCCC2C1c1ccc(F)cc1 (stereo unspecified)
  -10, 0, nt, -6, -1.0, 11, -1, 10, 9, -15
- CC(=O)Nc1ccc(Nc2c([N+](=O)[O-])c(=O)n(-c3ccccc3)c3ccccc23)cc1
  -32, -8, -1, -8, 0.8, -1, -15, 32, 4, 3
- C#CCOC(=O)c1ccccc1C(=O)n1nnc2ccccc21
  -6, -14, 4, -3, -0.7, nt, -2, 6, -23, -7
- CCCN1CNC(=S)N(c2cccc(C)c2C)C1
  -9, -7, -1, 1, -3.0, nt, -2, 9, 2, nt
- CN(C[C@H](Cc1ccccc1)N(CCN(CCc1ccccc1)N=O)N=O)N=O
  15, -6, nt, 1, 0.3, 2, -5, -15, 8, -4
- COc1ccc(C(=O)Nc2c(N)nc(SCC(=O)N3CCC(C)CC3)[nH]c2=O)cc1OC
  -38, 9, nt, -5, -1.2, nt, -3, 38, nt, -7
- CCOc1ccccc1NC(=O)CCc1nnc2ccc(N3CCC4(CC3)OCCO4)nn12
  19, -6, 1, -20, -2.0, 1, -12, nt, 2, 13
- COc1ccc(OC)c(-n2c(=S)[nH]c3c(sc(=S)n3-c3ccccc3)c2=O)c1
  1, -12, 4, 0, -1.9, -3, -11, -1, -11, -7
- Cc1c(C#N)c(=O)oc2ccc3ccccc3c12
  -2, -19, nt, -14, 0.3, -1, 3, 2, nt, nt
- CCCCN(C(=O)Cc1cccs1)c1nnc(-c2cccnc2)s1
  1, 5, -2, 9, -2.3, 0, -17, -1, 99*, 11
- NC(N)=Nc1nc2ccc([N+](=O)[O-])cc2[nH]1
  5, 13, 0, 7, 2.1, -1, 1, -5, 7, 3
- COc1ccc(C(C)=O)cc1CSc1nnc(-c2ccccc2O)n1-c1ccccc1
  8, -10, 0, 6, -1.1, -3, 1, -8, -7, -27
- Cc1ccc(C(=O)CC2(O)C(=O)N(CCc3ccccc3)c3ccc(Br)cc32)o1 (stereo unspecified)
  nt, -4, 3, 4, -2.3, 1, -23, nt, -15, 13
- O=C(NCc1n[nH]c(=S)n1-c1ccc(F)cc1)c1ccco1
  -24, -7, -1, -1, -3.3, -4, -1, 24, 4, -5
- CC(C)Oc1ccc(C(=O)NCC(=O)N2CCN(S(=O)(=O)/C=C/c3ccccc3)CC2)cc1
  18, 11, 0, 13, -1.9, -1, 0, -18, -7, nt
- CCCOC(=O)c1cc2ccccc2oc1=O
  -2, -4, 1, -1, 0.1, 4, 3, 2, 42, -9
- COC(=O)CCCC1=CC2=CC(=O)C(C)(OC(=O)c3cccs3)C(=O)C2=CN1CCCCO (stereo unspecified)
  -10, 1, nt, 2, 0.4, -2, 5, 10, -4, nt
- Cc1ccc(NS(=O)(=O)c2ccc(OCC(=O)NCc3ccccn3)cc2)cc1
  -7, -20, 0, -3, -2.5, -1, -9, 7, 6, -16
- COc1cc(CO)ccc1OCC(=O)N1CCc2ccccc21
  -9, -14, 0, -4, -1.6, 8, -2, 9, 19, 9
- CC(=O)c1cn(CC(=O)NCc2ccc3c(c2)OCO3)c2ccccc12
  nt, 0, -2, -3, -0.1, 4, 15, nt, -12, 10
- NC(=O)NC(=O)COC(=O)c1ccc2c(c1)C(=O)N(Cc1ccccc1)C2=O
  -10, 0, -1, -3, -3.1, 0, 6, 10, 4, -40
- CN(C)c1ccc(C=NCCc2ccc(S(N)(=O)=O)cc2)cc1
  nt, -15, nt, -2, -1.3, -3, -9, nt, 1, -8
- COC(=O)CCC(=O)N1CCCC(N2CCN(c3ccc(OC)cc3)CC2)C1 (stereo unspecified)
  0, -12, 1, 2, 0.1, -1, -4, 0, -3, 22
- Cc1ccccc1NC(=O)C1CC(=O)N(c2ccccc2F)C1 (stereo unspecified)
  nt, -10, -1, -7, -2.5, 1, -3, nt, 6, -3
- CC(=O)NC12CC3CC(C1)CC(C(=O)N1CCN(S(=O)(=O)c4ccc([N+](=O)[O-])cc4)CC1)(C3)C2
  -19, -10, -1, -1, -0.4, -3, -3, 19, -12, nt
- Cc1cccc(NC(=O)C2CCCN(S(=O)(=O)c3ccc(-n4cnnn4)cc3)C2)c1 (stereo unspecified)
  3, -1, 0, 2, -0.3, 0, -5, -3, 0, -20
- COc1ccc(CCN(C)Cc2ccc(OC)c(OCc3ccccc3)c2)cc1OC
  7, -17, 11, 13, -5.2, nt, -1, -7, 6, 9
- COc1ccc(NC(=O)CN2CCN(c3ccc(Cl)cc3)CC2)c(OC)c1
  nt, -6, 5, 6, -4.0, 5, -13, nt, -2, -6
- CCn1c(COC(=O)CNC(=O)c2cc(OC)c(OC)c(OC)c2)nc2cc(S(=O)(=O)N(C)C)ccc21
  11, -8, 5, -4, -1.8, 1, -5, -11, -3, 39
- Cc1[nH]n2c(=O)cc(C(C)(C)C)nc2c1-c1ccccc1
  -40, -18, 7, 0, -6.5, -4, -6, 40, -15, 12
- O=C(NCC1CCN(Cc2cccc(Cl)c2)CC1)C1CCCN(c2ncnc3c2nc2n3CCCCC2)C1 (stereo unspecified)
  37, -17, 4, 2, -3.1, -3, -1, -37, -19, 14
- COc1ccccc1C(=O)NC(=O)Nc1cccc(Cl)c1
  48, -5, 2, 7, -0.7, -6, -4, -48, 46, 17
- Cc1cc(C)n(CC(=O)NNC(=O)c2cncc(Br)c2)n1
  4, -9, 0, 2, -0.5, 9, -5, -4, -5, -3
- Cc1ccccc1N=C1N=C(N)c2ccccc21
  -5, -19, -1, -1, -0.4, -1, 2, 5, -5, 8
- COc1cccc(COC(=O)Nc2ccccc2F)c1
  7, -3, 0, 7, -1.1, -5, -4, -7, 53, 10
- O=S(=O)(NC1CC(NS(=O)(=O)OCC(Cl)(Cl)Cl)C2CCCCC12)OCC(Cl)(Cl)Cl (stereo unspecified)
  18, 9, nt, 0, -1.4, 1, 8, -18, -11, 16
- CCOc1ccc(CCNC(=O)CSc2cc(=O)n(C)c3ccc(Cl)cc23)cc1OCC
  31, -2, -1, -9, -1.1, -2, 0, -31, 3, 7
- CCCN(C(=O)Cc1coc2cc(C)c(C)cc12)c1c(N)n(Cc2ccccc2)c(=O)[nH]c1=O
  8, 4, -6, nt, -1.7, 2, 7, -8, 2, 11
- COC(=O)/C(C#N)=C/c1c(N2CCN(Cc3ccc4c(c3)OCO4)CC2)nc2c(C)cccn2c1=O
  nt, -17, -1, -14, -1.0, 2, -3, nt, -26, -8
- O=C(CNc1ccccc1-c1ccccc1)NCc1ccccc1
  16, -4, 0, 3, -2.1, 0, -6, -16, 8, -15
- CCc1nn(C(CC)C(=O)NCCc2ccc(OC)cc2OC)c(=O)c2cc3occc3n12 (stereo unspecified)
  22, 8, 2, 5, -0.5, nt, -1, -22, 5, 12

# Compound activity as filed in PubChem.
